Mm-Cpn inhibitor = Inhibitors of TCP-1 ring complex (TRiC) of Methanococcus maripaludis (MmCpn): qHTS; Potency, µM (titrated, usually from 76.9 µM), inactives show top-dose activity, negative = inhibition, usual class: inhibitors; purified Mm-Cpn ATPase, ADP Transcreener TR-FRET; hit rate 0.031% among 330,000; AID 504842, 2011; also: potency is read from the fitted curve at half-maximal effect; % is scaled to controls: 0 for no effect and ±100 for the full control effect; nearly all actives have a fitted effect of over 80% in size
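Inhibition of chaperonin ATP hydrolysis is measured as reduced ADP production, detected by competitive TR-FRET in which signal falls with ADP. Final enzyme 25 nM and ATP 10 uM, reacted 30 min at 37°C.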
Nrf2 activator = qHTS of Nrf2 Activators. AREc32 ARE-luciferase reporter (MCF7-derived line), luminescence, 24 h. Potency, µM (series often up to 46.1 µM), for inactives: at the top dose activation, actives largely listed as activators. hit rate 0.31% among 410,000; also: potency is read from the fitted curve at half-maximal effect; % of control where 0% means no effect; nearly all actives have a fitted effect of over 65% in size
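AREc32_Fluc, 1000 cells/well, OPTI-MEM + 5% FBS, o/n 37 deg C 5% CO2; 23 nL cpd by pin tool, 24 hr; Steady-Glo 30 min RT, luminescence.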
A549 tox = Nrf2 qHTS screen for inhibitors: counterscreen for cytotoxicity | A549 ARE-Fluc cells, CellTiter-Fluor viability, 18-24 h | Potency, µM (doses to about 46 µM), for the others: at the highest dose activity change, negative = cytotoxicity, usual class: inhibitors | hit rate 0.16% among 390,000 | AID 504648, 2011; also: potency is read from the fitted curve at half-maximal effect; % is scaled to controls: 0 for no effect and ±100 for the full control effect
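Cytotoxicity counterscreen: CellTiter-Fluor fluorescence was measured in A549 ARE_Fluc cells after 18-24 h of compound exposure in a concentration series. The subsequent BugLite luminescent read reports ARE-luciferase activity.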
Akt phos inh = HTS Assay for Inhibitors of Akt Phophorylation: Primary Screen. activity change, % for hits at 50 µM. hit rate 0.32% among 360,000. Neuro2A IGF-stimulated pAkt S473 HTRF, 20 min; hits give low values; in the data active = activity change below about -80%; inconclusive = mostly about -51% to -80%; also: % is scaled to controls: 0 for no effect and ±100 for the full control effect
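Single-point screen (50 µM final compound) in Neuro2A cells stimulated 20 min with 6 nM IGF at 37 deg C. After lysis, Ser473-phosphorylated Akt read by HTRF (ex 330 nm, em 615/665 nm) as the 665/615 ratio.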
CCT chaperon mod = High-Throughput Screening for Modulators of Cytosolic Chaperonin Activity. AID 651819, 2012. activity change, % (no concentration beside the values), hits read low. purified chaperonin ATPase assay, HTRF ADP detection, 30 min. hit rate 0.3% among 360,000; in the data active = activity change below about -30%; also: % is scaled to controls: 0 for no effect and ±100 for the full control effect
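Enzyme 40 or 20 nM (batch-dependent) in Tris pH 7.4/KCl/MgCl2/DTT; cpd 76 uM single point; ATP 10 uM; 30 min 37 °C; Transcreener ADP HTRF detection, 30 min RT; ratio 665/615.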
Abeta yeast res = qHTS for compounds that reverse cellular toxicity of Amyloid beta (A-beta) peptide in yeast: Primary Screen. yeast expressing A-beta42, growth rescue, OD600, 48 h; response scale: 0% DMSO, 100% iron-clioquinol control. Potency, µM (series often up to 46.1 µM), inactives show at the top dose growth rescue, actives largely listed as activators. hit rate 0.063% among 410,000. AID 1347071, 2019; also: potency is read from the fitted curve at half-maximal effect; nearly all actives have a fitted effect of over 55% in size
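Yeast growth medium received pinned compounds, then yeast cells expressing toxic A-beta were added; plates incubated at 30 C for 48 hr. Growth read as absorbance at 600 nm, normalized to DMSO and equimolar FeCl3 plus clioquinol controls.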
Nrf2 inh = Nrf2 qHTS screen for inhibitors. A549 ARE-Fluc reporter, luciferase luminescence, 18-24 h. Potency, µM (doses to about 46 µM), inactives show at the top dose activity change, negative = inhibition, hits mostly inhibitors. hit rate 2.1% among 360,000. AID 504444, 2011; also: potency is read from the fitted curve at half-maximal effect; % is scaled to controls: 0 for no effect and ±100 for the full control effect; nearly all actives have a fitted effect of over 60% in size
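Quantitative HTS in A549 cells stably bearing an antioxidant response element-firefly luciferase construct. Inhibition of Nrf2-driven transcription was scored by luminescence after 18-24 h of compound exposure at 37 °C.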
HepG2 tox = qHTS for Inhibitors of TGF-b: Cytotox Counterscreen | HepG2 CAGA-GFP viability, ATP luminescence, 18 h | Potency, µM (series often up to 46.1 µM), for the others: at the top dose activity change, negative = cytotoxicity, most hits filed as cytotoxic | hit rate 0.76% among 410,000 | AID 588856, 2011; also: potency is read from the fitted curve at half-maximal effect; some results filed as inactive show a strong effect at the top dose
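HepG2 CAGA-GFP cells (1000/well, DMEM with 1% FBS) received compound, then TGF-beta at 500 pg/mL final, and were incubated 18 hours at 37 degrees C. Viability was read by CellTiter-Glo luminescence. Media-only wells were set as complete cell-killing and DMSO as no toxicity.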
TGFb inhibitor = qHTS for Inhibitors of TGF-b. AID 588855, 2011. HepG2 CAGA-GFP TGF-b/SMAD3 reporter, GFP fluorescence, 18 h; TGF-beta stimulated, 500 pg/mL final. Potency, µM (series often up to 46.1 µM), for the others: at the highest dose activity, negative = inhibition, usual class: inhibitors. hit rate 1.2% among 410,000; also: potency is read from the fitted curve at half-maximal effect; % is scaled to controls: 0 for no effect and ±100 for the full control effect; nearly all actives have a fitted effect of over 65% in size
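First, reporter cells (HEPG2 CAGA-GFP) rested 2 h at 37 degrees C. Next, compounds were pinned in and TGF-beta added to 500 pg/mL final. After 18 h, GFP was imaged per cell and summed per well.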
* marks the source's active call; other numbers are inactive results; i = inactive; u = inconclusive; x = not tested or not shown; [ ] = another dose, or the depositor's remark. Unless noted, calls follow the shape of the dose curve; as a rule, active = well fitted curve in the direction sought with a large enough effect; inconclusive = small, poorly fitted or top-dose-only effect, or another doubt; inactive = no such curve, though single readings can be large; an effect the other way counts as inactive or inconclusive.

SMILES	Mm-Cpn inhibitor	Nrf2 activator	A549 tox	Akt phos inh	CCT chaperon mod	Abeta yeast res	Nrf2 inh	HepG2 tox	TGFb inhibitor
COc1ccccc1/C=C/C=N/n1c(-c2ccncc2)n[nH]c1=S	-2%	2.5%	-4%	i	-1.7	15%	-2%	-2%	31%[activator]
COc1ccc(CCNC(=O)CNC(=O)c2ccccc2Br)cc1OC	1%	-0.5%	0%	i	-1.2	-11%	12%	11%	9%
COc1ccc(/C=N\NC(=O)c2ccccc2F)cc1COc1ccc(F)cc1	1%	-0.5%	1%	i	-3.5	9%	-15%	-13%	-11%
CCn1nc(NC(=O)c2ccco2)c2cc3ccc(C)cc3nc21	-5%	3.8%	0%	i	0.0	2%	-6%	3%	-13%
O=C(COC(=O)CN1C(=O)NC2(CCCC2)C1=O)Nc1ccccc1C(F)(F)F	-3%	0.3%	0%	i	-0.1	2%	2%	-4%	4%
C/C=N/NC(=O)CCNC(=O)c1ccccc1	4%	0.4%	11%	i	-29	-16%	-12%	-6%	-1%
CCCc1nc2c3ccccc3ccn2c1CC(C)(C)C	x	6.5%	x	i	-0.3	-10%	x	-17%	u
CCn1cc(C(=O)NCCc2ccccc2)c(=O)c2cc(S(=O)(=O)N(C)C)ccc21	-2%	-0.2%	2%	i	2.4	11%	u	1%	7%
COc1ccc(-n2nc(C(=O)NCC(=O)N3CCN(C)CC3)c3ccccc3c2=O)cc1	1%	-0.4%	-1%	i	-0.1	-1%	10%	12%	10%
C/C=C/C(=O)OCC(=O)Nc1ccc(SC(F)F)cc1	0%	3.1%	-9%	i	-2.9	6%	-14%	11%	-1%
COc1ccc(Cl)cc1C(=O)NNC(=O)c1nn(C)c(=O)c2ccccc12	-5%	3.5%	-3%	i	-2.0	-18%	u	-13%	u
O=C(NCCN1CCN(c2ccccc2)CC1)c1ccc2c(c1)[nH]c(=S)n1c3ccccc3nc21	-2%	3.7%	1%	i	-3.8	2%	u	3%	-25%
CCNc1nc(SCc2ccccc2)nc(N2CCOCC2)n1	1%	0.3%	15%	i	-0.9	-1%	-21%	-11%	-12%
COc1ccc(NS(=O)(=O)c2c(C)n(C)c(=O)n(C)c2=O)cc1OC	3%	-0.7%	-2%	i	1.3	5%	12%	-9%	1%
CCOC(=O)Cn1c(=O)n(C2CCCCC2)c2nc(-c3ccc(Cl)cc3)nc(C(N)=O)c21	x	-1.2%	-1%	x	x	-15%	x	-2%	19%
Cc1cnnc2c1-c1no[n+]([O-])c1CC2	x	7.2%	-3%	i	-2.3	-3%	0%	0%	u
CCNC(=O)C1(C)CCCN(C(=O)c2cc3ccccc3s2)C1 (stereo not drawn)	x	0.4%	x	i	2.4	0%	x	0%	-4%
Cn1c(C(=O)NCCN2CCOCC2)cc2c(=O)n3ccccc3nc21	-5%	-1.1%	1%	i	0.6	x	-2%	3%	19%
COc1ccc(C=O)cc1CN1CCCN(Cc2ccccc2F)S1(=O)=O	1%	-0.4%	0%	i	-1.2	-1%	-2%	-17%	0%
CCS(=O)(=O)N1CCc2cc(C(=O)Nc3ccc(Br)cc3F)ccc21	x	5.9%	2%	x	x	-18%	u	-36%	1%
Fc1ccccc1N1CCN(c2ncnc3c2nc2n3CCCCC2)CC1	x	-0.1%	15%	x	x	-39%[inhibitor]	31%	3%	-11%
CN(C)/C(=N\S(=O)(=O)c1ccc(F)cc1)c1ccccc1	3%	0.3%	4%	i	0.1	13%	-4%	4%	5%
Cc1ccc2nc(NC(=O)COC(=O)CSc3nc(C)cc(C)n3)sc2c1	-1%	0.7%	-5%	i	-4.2	-10%	x	-5%	u
CC(=O)c1cccc(NC(=O)C2CCCCC2)c1	-1%	-0.3%	-13%	i	0.3	9%	5%	-12%	9%

3 entries from above, with values under each structure.
Under each structure – Mm-Cpn inhibitor	Nrf2 activator	A549 tox	Akt phos inh	CCT chaperon mod	Abeta yeast res	Nrf2 inh	HepG2 tox	TGFb inhibitor
- Fc1ccccc1N1CCN(c2ncnc3c2nc2n3CCCCC2)CC1
→ x	-0.1%	15%	x	x	-39%[inhibitor]	31%	3%	-11%
- Cc1ccc2nc(NC(=O)COC(=O)CSc3nc(C)cc(C)n3)sc2c1
→ -1%	0.7%	-5%	i	-4.2	-10%	x	-5%	u
- COc1ccc(C=O)cc1CN1CCCN(Cc2ccccc2F)S1(=O)=O
→ 1%	-0.4%	0%	i	-1.2	-1%	-2%	-17%	0%

The listing continues.
SMILES	Mm-Cpn inhibitor	Nrf2 activator	A549 tox	Akt phos inh	CCT chaperon mod	Abeta yeast res	Nrf2 inh	HepG2 tox	TGFb inhibitor
CCOc1cc(/C=N/NC(=O)c2cccs2)cc([N+](=O)[O-])c1O	-2%	5.3%	-15%	i	-5.1	-16%	-9%	-12%	-20%
COc1cc(OC)c(OC)cc1CN1CCCC(C(=O)c2ccccc2SC)C1 (stereo not drawn)	1%	0.2%	7%	i	-0.1	6%	u	-15%	-7%
Cc1ccc(-c2nc(CS(=O)(=O)CC(=O)N3CCN(C)CC3)c(C)o2)cc1	4%	-0.4%	-6%	i	-2.5	13%	-31%	-6%	3%
O=c1c2cnn(-c3ccc(Cl)cc3)c2ncn1Cc1ccc(Cl)cc1Cl	x	0.4%	-2%	x	x	6%	15%	0%	4%
O=C(OCc1c(-c2ccccc2)ncc2ccccc12)c1ccc(C(F)(F)F)cc1	1%	0.2%	3%	i	0.3	3%	20%	2%	-4%
CC(C)(C)c1ccc(NC(=O)Nc2ccc(F)cc2)cc1	0%	-0.5%	-7%	i	0.0	3%	u	-39%	-28%
O=C(CSc1nc2ccccc2c(=O)n1-c1ccccc1F)N1CCOCC1	0%	-0.4%	-11%	i	-0.9	2%	-5%	1%	-3%
C/C=C/c1cccc(-c2nc(C(=O)N3CCCCC3)cc3c2[C@@H](CCO)N(C(=O)NC(C)C)C3)c1	x	0.4%	x	i	1.0	-8%	x	x	x
Cc1occc1C(=O)N1CCCC(Nc2ccc(C(C)C)cc2)C1 (stereo not drawn)	1%	0.0%	-9%	i	-1.6	-16%	u	-1%	u
CCN1CCN(c2cc(C)c3cc(NC(=O)/C=C/c4cccc(Cl)c4)ccc3n2)CC1	x	0.2%	u	x	x	-22%	-5%[9.27 µM]	-35%	84%[activator]
O=C(NC(=S)N1CCN(c2ccc([N+](=O)[O-])cc2)CC1)c1ccccc1F	0%	0.1%	-23%	i	-2.0	7%	u	-28%	-27%
COc1cc(OC)c(NC(=S)NCc2ccc(F)cc2)cc1Cl	0%	-0.5%	0%	i	-2.7	-14%	1%	-24%	-14%
CN1CCN(C(=O)c2ccc3c(c2)N(Cc2ccc(Cl)cc2)C(=O)c2ccccc2S3(=O)=O)CC1	x	3.9%	-7%	x	x	-9%	2%	-36%	u
CC(C)(C)C(=O)OCCn1c(=O)c2cc3c(=O)n(CCOC(=O)C(C)(C)C)c(=O)c3cc2c1=O	-1%	-0.1%	6%	i	2.9	-2%	16%	-1%	-1%
OCC1(Cc2ccccc2)CCN(Cc2ccc(-c3ccco3)cc2)CC1	-1%	7.4%	6%	i	-3.2	12%	2%	-16%	u
CCCCc1nn2c(N)c(/C=C3\C=Nc4ccccc43)c(=O)nc2s1	3%	-0.1%	-19%	i	0.0	0%	-18%	1%	7%
CC(c1ccco1)N(C(=O)c1ccccc1NS(=O)(=O)c1cc([N+](=O)[O-])ccc1Cl)c1ccccn1 (stereo not drawn)	-1%	3.3%	-7%	i	-0.4	u	8%	-18%	-5%
CC(C)OCCCn1c(NN)nc2ccccc2c1=O	3%	0.3%	0%	i	-1.7	-10%	-15%	-1%	-2%
CCCCCCN1CC(O)=C(c2nc3ccccc3[nH]2)C1=N	1%	0.1%	2%	i	1.4	35%	4%	-2%	-5%
Cc1csc(NC(=O)CSCc2c(C)noc2C)n1	-1%	-0.4%	1%	i	-3.2	6%	1%	-1%	-6%
Cc1ccc2[nH]c(=O)c(CN(Cc3ccco3)C(=O)c3ccncc3)cc2c1	-1%	2.1%	0%	i	-0.2	10%	23%	-4%	2%
O=C(C1CC1)N1CCc2cc(Br)cc(S(=O)(=O)NCc3ccc4c(c3)OCO4)c21	0%	-0.3%	-6%	i	-1.4	9%	4%	-4%	5%
Cc1cc(C)c2nc(Cl)c(C3NC(=O)c4ccccc4N3)cc2c1 (stereo not drawn)	1%	-0.7%	9%	i	-2.4	2%	-17%	-12%	-1%
Cc1ccnc(NS(=O)(=O)c2ccc(NC(=O)Cc3ccc(F)cc3)cc2)n1	-3%	-0.4%	-12%	i	-2.5	-4%	-3%	-7%	13%
CCOc1ccc(C(=O)N2CC(=O)Nc3ccc(F)cc3C2c2ccc(F)cc2)cc1 (stereo not drawn)	x	2.4%	1%	x	x	1%	0%[9.27 µM]	-4%	-24%
Cc1nnc(SCC(=O)N2CCc3ccccc3C2)n1-c1ccccc1	1%	-1.0%	2%	i	-3.1	3%	-1%	0%	13%
O=C(Nc1ccccc1)c1cc(C2CCCCN2C(=O)OCCF)on1 (stereo not drawn)	x	0.8%	x	i	-0.1	-14%	x	3%	36%
CCOC(=O)c1ccc(NC(=O)C2CC(=O)NC(=Nc3ccc(C)c(C)c3)S2)cc1 (stereo not drawn)	x	-0.3%	1%	x	x	-13%	2%	-15%	1%
C=CCN(CC=C)C(=O)c1c(OC)cccc1OC	1%	-0.2%	-4%	i	3.8	0%	7%	7%	-3%

Compound activity deposited in PubChem BioAssay by National Center for Advancing Translational Sciences (NCATS).
